Bioassay records as filed in PubChem BioAssay.
AmpC inh no detg = AmpC beta-lactamase inhibition without detergent; P00811; AmpC nitrocefin hydrolysis, absorbance 480 nm, 0.0001% Triton; Potency, µM (titrated, usually from 57.1 µM), inactives show top-dose activity change, negative = inhibition, most hits filed as inhibitors; hit rate 0.52% among 330,000;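 note: potency is the fitted concentration of half-maximal effect; plate controls were no compound for no effect and no enzyme for full effect; nearly all actives have a fitted effect of over 20% in size; some results filed as inactive show a strong effect at the top dose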
Target sequence (P00811 whole entry, looked up): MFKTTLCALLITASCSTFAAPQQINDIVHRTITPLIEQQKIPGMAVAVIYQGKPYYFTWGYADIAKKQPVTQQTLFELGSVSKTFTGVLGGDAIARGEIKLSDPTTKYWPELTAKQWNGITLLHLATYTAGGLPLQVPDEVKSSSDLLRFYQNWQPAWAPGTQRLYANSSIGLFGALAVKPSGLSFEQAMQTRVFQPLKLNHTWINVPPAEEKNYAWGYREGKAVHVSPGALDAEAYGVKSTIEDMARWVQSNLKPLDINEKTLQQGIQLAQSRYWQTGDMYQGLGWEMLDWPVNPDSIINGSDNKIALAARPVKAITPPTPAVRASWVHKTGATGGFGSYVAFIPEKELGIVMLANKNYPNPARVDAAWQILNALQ
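AmpC (5.3 nM in the dispensed reagent) in 20 mM phosphate pH 7.0 with 0.01% (detergent screen) or 0.0001% Triton X-100 was preincubated with compounds for 15 min at room temperature. Nitrocefin was then added from an 800 uM solution, and hydrolysis was followed at 480 nm.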
Tb PYK inh = inhibitors of Trypanosoma brucei pyruvate kinase. Q57TT1. TbPYK enzyme, Kinase-Glo Plus ATP luminescence, 45 min. Potency, µM (series often up to 76.8 µM), for inactives: top-dose activity, negative = inhibition, hits mostly inhibitors. hit rate 0.12% among 410,000; note: potency is the fitted concentration of half-maximal effect; nearly all actives have a fitted effect of over 50% in size
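Assay buffer: 50 mM TEA pH 7.2, 100 mM KCl, 10 mM MgCl2, 0.05% BSA, 0.01% Tween-20. Pyruvate kinase from T. brucei plus substrate met compound, then ADP (130 uM final). Luminescence was read post 45 min RT.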
AMA1-RON2 inh = AMA1-RON2 (P. falciparum) interaction inhibition; AlphaScreen AMA1-biotinylated RON2 peptide binding; hit rate 0.2% among 360,000; Potency, µM (titrated, usually from 58.2 µM), for the others: at the highest dose activity change, negative = inhibition, hits mostly inhibitors;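 note: potency is the fitted concentration of half-maximal effect; 0% = vehicle wells and -100% = peptide control; nearly all actives have a fitted effect of over 45% in size; some results filed as inactive show a strong effect at the top dose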
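AMA1 (3D7) with his tag at 25 nM final met compounds first, then biotinylated RON2 peptide at 25 nM; detection used donor plus acceptor beads, 10 µg/mL apiece, read by AlphaScreen after 30 min at room temperature.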
HCMV inh = inhibitors of human cytomegalovirus; AID 1259415; hit rate 4.5% among 410,000; HFF cells, HCMV-luciferase reporter, 72 h; hits give low values; activity change, negative = inhibition, % at 57.5 µM; in the data active = activity change below about -60%; inconclusive = no clear call, values can overlap the other calls; inactive = above about -39%
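Screen run at 2 compound doses on HFFs infected with reporter HCMV, MOI 1 PFU/cell. Luciferase activity from cell lysates at 72 h post infection gave inhibition relative to buffer-only and Salinomycin wells.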
Sm TGR inh = inhibitors of Schistosoma mansoni thioredoxin glutathione reductase; purified TGR, DTNB reduction, TNB absorbance 405 nm; hit rate 3% among 360,000; Potency, µM (series often up to 114 µM), without a hit: at the top dose activity change, negative = inhibition, most hits filed as inhibitors; Q962Y6; note: potency is the fitted concentration of half-maximal effect; nearly all actives have a fitted effect of over 60% in size
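TGR 20 nM + NADPH 100 uM (dispensed conc.), cpd preinc 15 min RT; start with NADPH (500 uM addition) then DTNB (15 mM addition). Kinetic TNB absorbance, 405 nm filter. Four-parameter Hill fit across titration.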
LmPK inhibitor = inhibitors of Leishmania mexicana pyruvate kinase; Q27686; purified LmPK, Kinase-Glo ATP luminescence, 1 h; Potency, µM (series often up to 57.5 µM), without a hit: top-dose activity change, negative = inhibition, most hits filed as inhibitors; hit rate 0.37% among 290,000; AID 1721; note: potency is the fitted concentration of half-maximal effect
Target sequence (Q27686 whole entry, looked up): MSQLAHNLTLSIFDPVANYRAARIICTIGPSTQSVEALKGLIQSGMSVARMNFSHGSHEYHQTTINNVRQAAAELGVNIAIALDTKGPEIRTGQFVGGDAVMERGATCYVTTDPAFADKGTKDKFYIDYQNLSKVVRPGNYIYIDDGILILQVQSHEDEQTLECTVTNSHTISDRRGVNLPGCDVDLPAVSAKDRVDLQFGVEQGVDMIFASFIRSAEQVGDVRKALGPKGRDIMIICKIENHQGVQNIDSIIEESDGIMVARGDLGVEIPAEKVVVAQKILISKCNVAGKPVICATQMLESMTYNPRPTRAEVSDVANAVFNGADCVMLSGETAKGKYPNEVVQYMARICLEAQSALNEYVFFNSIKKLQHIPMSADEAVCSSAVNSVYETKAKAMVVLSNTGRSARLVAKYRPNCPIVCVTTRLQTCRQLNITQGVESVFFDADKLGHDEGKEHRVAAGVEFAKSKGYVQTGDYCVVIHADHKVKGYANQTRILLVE
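Purified LmPK (0.1 nM) converted ADP (0.1 mM) to ATP with PEP (0.5 mM) in imidazole buffer pH 7.2 with KCl and MgCl2, 1 h at room temperature. ATP was read by Kinase-Glo luminescence; data normalized to uninhibited and no-enzyme controls.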
AmpC detergent = blocks E. coli AmpC beta-lactamase in detergent assay. hit rate 0.041% among 370,000. AID 485294. Potency, µM (doses to about 114 µM), inactives show top-dose activity change, negative = inhibition, actives largely listed as inhibitors. P00811. AmpC hydrolysis of nitrocefin, absorbance 480 nm, 0.01% Triton;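 note: potency is the fitted concentration of half-maximal effect; 0% = no-compound wells and -100% = no-enzyme wells; nearly all actives have a fitted effect of over 25% in size; some results filed as inactive show a strong effect at the top dose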
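AmpC (5.3 nM in the dispensed reagent) in 20 mM phosphate pH 7.0 with 0.01% (detergent screen) or 0.0001% Triton X-100 was preincubated with compounds for 15 min at room temperature. Nitrocefin was then added from an 800 uM solution, and hydrolysis was followed at 480 nm.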
* = called active by the depositor; ? = inconclusive; . = not tested or not shown; & = joins results of further samples; [ ] = dose if it differs, or a comment. Unless noted, calls come from the whole dose curve; as a rule, active = well fitted curve in the direction sought with a large enough effect; inconclusive = small, poorly fitted or top-dose-only effect, or another doubt; inactive = no such curve, though single readings can be large; an effect the other way counts as inactive or inconclusive. Unless noted, % is set by controls: 0 for no effect and ±100 for the full control effect.

SMILES	AmpC inh no detg	Tb PYK inh	AMA1-RON2 inh	HCMV inh	Sm TGR inh	LmPK inhibitor	AmpC detergent
COc1cc(C(=O)NCc2nnc(SCC(=O)N3CCCC3)o2)cc(OC)c1OC	14%	-2%	16%	-33	3%	-16%	-15%
Clc1ccc(OCCSc2ncccn2)c(Br)c1	-16%	-4%	33%[activator]	93	.	-8%	7%
COc1ccc(NS(=O)(=O)c2ccc(N3CC(O)=C(c4ccccc4)C3=N)cc2)cc1	-19%	-1%	0%	-36	4%	-3%	-7%
COCCNC(=O)c1cc(-c2ccc(OC)c(OC)c2)on1	-8%	1%	3%	20	4%	-8%	1%
CCN1CCN(C(=O)CSc2cc(=O)n(C)c3ccccc23)CC1	-14%	4%	2%	84	5%	0%	5%
N#C/C=C1/NC(=O)c2ccccc2S1	-41%	-1%	7%	88	-5%	5%	-9%
CCC(Sc1ncc(S(=O)(=O)c2ccc(C)cc2)c(=O)[nH]1)C(=O)Nc1cc(C)ccc1C (stereo not drawn)	.	6%	.	-10	-8%	.	3%
Cc1ccc(C)c(N2CCN(C(=O)CCCn3ncn4c(cc5occc54)c3=O)CC2)c1	103%[activator]	0%&5%	-8%	0&-11	-7%&-2%	1%	-3%&14%
O=C(c1cc(C2CC2)nn1-c1ccccc1)N1CCN(S(=O)(=O)c2c(F)cccc2F)CC1	21%	-3%	9%[11.6 µM]	-15	5%	.	6%
Cc1nc2cc(C(=O)NCCC3=CCCCC3)ccc2n1-c1ccc(Br)cc1	.	1%	.	-17	12%	.	11%
COc1ccc(CNc2nc3c(-c4ccc(C)cc4)nnn3c3ccccc23)cc1	.	3%	.	82	?	.	11%
C[C@@H]1CCC(=O)N(CC[C@H](N=[N+]=[N-])c2ccccc2)CC1	139%[activator]	-5%	3%	7	-8%	-2%	-19%
COc1ccc(C(=O)OCC(=O)N(Cc2ccccc2)Cc2ccccc2)c(O)c1	.	0%	2%	-38	.	.	.
CCS(=O)(=O)Nc1cccc(C2=NN(S(=O)(=O)c3ccccc3)C(c3ccco3)C2)c1 (stereo not drawn)	-37%	-6%	-6%	-3	28µM*	0%	5%
CC(C)(C)C(=O)N(Cc1ccc(Cl)cc1)Cc1cccnc1	25%	2%	-6%	?	-2%	5%	-1%
O=C(NCCc1ccc2c(c1)OCCO2)c1ccc(F)cc1	-23%	-4%	-14%	-37	0%	-3%	-13%
CCOC(=O)N1CCN(C(=O)CSc2nc3ccccc3c(=O)n2-c2ccccc2)CC1	52%	-4%	-2%	12	14%	-2%	-5%
O=C(COc1ccc(Br)cc1)Nc1nc(-c2cccnc2)cs1	-59%	1%	32%[activator]	-30	9%	3%	5%
COc1cc(C2NC(=O)NC(C)=C2C(=O)OC2CCCCC2)cc(Br)c1O (stereo not drawn)	45%	7%	5%	-29	-17%	3%	?
O=C1c2ccccc2C(=O)c2c(NCc3cccnc3)cccc21	-13%	1%	?	?	-6%	-2%	-10%
Cc1ccc(Nc2nc(NCCO)c3ccccc3n2)cc1C	-24%	1%	-21%	37	-9%	-3%	-18%
CCOC(=O)c1nnc(-c2cccs2)nc1NC(C)C	41%	-1%	-23%	-7	-6%	-1%	-10%
COc1ccc(CN(C)[C@H]2C[C@H]3c4[nH]c5ccccc5c4CCN3C[C@H]2[C@H](C)O)cc1	.	4%	-19%	29	.	.	.
CCOC(=O)CNC(=O)CSc1ncnc2c1cnn2-c1ccc(C)cc1	-11%	3%	-8%	-8	3%	-2%	?
O=C(NCCc1c[nH]c2ccccc12)[C@@H]1C[C@H]1[C@@H](NP(=O)(c1ccccc1)c1ccccc1)c1ccccc1	5%	.	.	.	-4%	3%	?
O=C(COC(=O)c1ccc(F)cc1F)NCCC1=CCCCC1	-12%	2%	-5%[11.6 µM]	11	-13%	.	-15%
O=C(CN1CCCC1)Nc1cccc(Cl)c1	-2%	1%	-3%	-26	0%	-2%	5%
CC(=O)N1c2ccc(S(=O)(=O)N3CCCC(C(=O)NC4CCCC(C)C4C)C3)cc2CC1C (stereo not drawn)	98%[activator]	3%	-2%	?	13%	2%	2%
O=C(CSc1nnc(NC(=O)c2ccco2)s1)Nc1cccc(F)c1	-15%	3%	13%	60	3%	-2%	6%
c1ccc(-c2nnc(OCC3CCCO3)c3ccccc23)cc1 (stereo not drawn)	1%[2.29 µM]	1%	-13%	-39	1%	2%	0%

Compounds shown so far containing fluorine, in the order listed:
SMILES	AmpC inh no detg	Tb PYK inh	AMA1-RON2 inh	HCMV inh	Sm TGR inh	LmPK inhibitor	AmpC detergent
O=C(c1cc(C2CC2)nn1-c1ccccc1)N1CCN(S(=O)(=O)c2c(F)cccc2F)CC1	21%	-3%	9%[11.6 µM]	-15	5%	.	6%
O=C(NCCc1ccc2c(c1)OCCO2)c1ccc(F)cc1	-23%	-4%	-14%	-37	0%	-3%	-13%
O=C(COC(=O)c1ccc(F)cc1F)NCCC1=CCCCC1	-12%	2%	-5%[11.6 µM]	11	-13%	.	-15%
O=C(CSc1nnc(NC(=O)c2ccco2)s1)Nc1cccc(F)c1	-15%	3%	13%	60	3%	-2%	6%

Next part.
SMILES	AmpC inh no detg	Tb PYK inh	AMA1-RON2 inh	HCMV inh	Sm TGR inh	LmPK inhibitor	AmpC detergent
Cc1c(Cl)cccc1NC(=O)Cn1cc(C(F)(F)F)cc(Cl)c1=O	8%	-2%	4%	-26	.	0%	3%
CCOC(=O)c1cn2nc(SCc3ccccc3)nc2nc1C	4%	0%	28%	16	-2%	3%	1%
COc1ccc(OCc2cn3c(C)cc(C)nc3n2)cc1	-11%	-1%	8%[11.6 µM]	34	-2%	1%	-16%
Cc1ccc(-c2nc(-c3ccccc3)no2)cc1	-18%	1%	8%	15	-24%	?	-5%
Cc1ccc(CSCCNC(=O)CSCc2ccc([N+](=O)[O-])cc2)cc1	?	-4%	-25%	-5	-1%	11%	5%
CCN(CC(=O)Nc1ccccc1SC)Cc1nc2ccccc2c(=O)[nH]1	-8%	-1%	105%[activator]	19	7%	3%	4%
CC(C)NC(=O)Nc1nnc([C@@H]2C[C@H](O)[C@@H](CO)O2)s1	.	-7%	0%	-12	.	.	.
CCOC(CNc1ncnc2c1cnn2C)OCC	-22%	-1%	3%	46	-1%	1%	-6%
O=C(O)CCNc1ccc(NCCC(=O)O)c2c1C(=O)c1ccccc1C2=O	-33%	?	16µM*	-72*	-25%	?	-13%
O=c1[nH]c(CN2CCN(C/C=C/c3ccccc3)CC2)nc2ccccc12	-1%	-1%	24%	8	-5%	-1%	2%
Cc1ccccc1OCCC(=O)NNC(=O)c1ccccc1F	-8%	4%	100%[activator]	69	.	.	.
CCc1ccc(N(CC(=O)NC(C)(C)CC)C(=O)CCC(=O)Nc2nccs2)cc1	56%	-26%	4%	36	4%	4%	0%
CC(C)N1CCC1(C)C(=O)Nc1ccc2cn[nH]c2c1 (stereo not drawn)	.	-3%	-6%	59	.	.	.
Cc1ccc(CCNC(=O)CCn2c(=O)c3cccn3c3ccc(F)cc32)cc1	-5%	2%&-3%	2%	?	-1%&1%	2%	21%
Cc1ccc2nc(Nc3ccc4[nH]c(=O)[nH]c4c3)c(-n3nc(C)cc3C)nc2c1	-36%	7%	-3%	22	-11%	7%	?
CC(=O)Nc1cccc(-c2ccnc3c2CC(C)(C(=O)NCc2cccs2)O3)c1 (stereo not drawn)	.	-8%	-1%	?	.	.	.
CC(=O)/C=C1\N(C)c2ccc(C)cc2C1(C)C	-5%	-1%	-3%	?	1%	-9%	-3%
Cn1c(=O)c2c(SCC(=O)NCC3CCCO3)nc(-c3cccc(F)c3)nc2n(C)c1=O (stereo not drawn)	.	0%	.	6	4%	.	23%
N=c1c(C(=O)NC2CCCC2)cc2c(=O)n3ccccc3nc2n1CCCN1CCOCC1	1%	-18%	17%	-4	12%	5%	2%
COc1ccc(OC)c(N(CC(=O)Nc2ccc(NC(C)=O)cc2)S(C)(=O)=O)c1	-8%	-2%	1%	-32	2%	-11%	?
CCCCNc1n[n+](C)c(-c2cccc(C)c2)s1	-27%	.	.	.	-10%	1%	-1%
CCN(CC)S(=O)(=O)c1ccc2oc(Nc3ccc(OC)cc3)nc2c1	-36%	-1%	1%	-38	0%	8%	-15%
CC1CCCCC1NC(=O)/C(C#N)=C/C=C/c1ccccc1[N+](=O)[O-] (stereo not drawn)	-34%	-3%	-12%	-109*	-15%	2%	2%
CCC(=O)Nc1cccc(C(=O)OCc2cc(=O)n3nc(CC)sc3n2)c1	.	-4%	.	-14	5%	.	-8%
COCCN(Cc1ccccc1)C(=O)c1cc(-c2ccc(OC)c(OC)c2)nc2ccccc12	165%[activator]	0%	6%	65	2%	0%	-2%
CC(=O)N1CCC(N(CCN2CCOCC2)C(=S)Nc2cc(C)ccc2C)CC1	-1%	-6%	-1%	?	-2%	-10%	0%
Cc1ccc(S(=O)(=O)N(C)C)cc1NC(=O)c1cc(=O)c2ccccc2o1	-23%	6%	-17%	5	4%	2%	0%
NC(=O)N/N=C/c1c(F)cccc1F	1%	-14%	16%	?	-10%	0%	?
COc1ccc(OC)c(S(=O)(=O)NCc2cc(-c3ccccc3)no2)c1	-4%	-1%	7%	47	9%	-6%	-10%
CC(=Nc1ccccc1)C1=C(O)C(Cc2ccccc2)NC1=O (stereo not drawn)	.	-1%	-5%	-76*	.	.	.
COc1ccc(/C=C2\SC(N)=NC2=O)cc1	-19%	9%	12%	35	-3%	-5%	-2%
O=C(COCc1ccccc1)N[C@@H](Cc1ccc(O)cc1)C(=O)O	-7%	5%	-3%	5	5%	1%	0%
CCCCCOCC1CC(C/C(C)=N/Nc2nc(-c3ccccc3)cs2)C(=O)O1 (stereo not drawn)	-34%	9%	-2%	24	5%	-6%	5%
CN(CC(=O)N1CCOCC1)S(=O)(=O)c1ccc2ccccc2c1	-1%	4%	0%	29	-10%	1%	-11%
O=c1c2ccccc2nc(CSc2ncnc3nc[nH]c23)n1-c1ccc(Cl)c(Cl)c1	-17%	0%	-6%	-35	-14%	-4%	-17%
O=C(COC(=O)c1ccc(Cl)c(S(=O)(=O)N2CCCCCC2)c1)NCc1ccccc1	.	-2%	3%	1	.	.	.
